# Screening data (PubChem BioAssay)
# Rin1-Abl PPI inh: blocks binding of human Rin1 to Abl; TR-FRET Rin1/Abl binding, biochemical; inhibition, % at 7.35 µM; actives 0.4% (n = 360,000); AID 588664; in the data active = inhibition above about 5%, passing the limit was not always enough
# Neddyl block: cullin neddylation inhibition | P61081+Q13564 | TR-FRET cullin neddylation, biochemical | calls only at 25 µM | actives 0.58% (n = 360,000) | AID 651699; in the data active = inhibition above about 36%
# NadD block: inhibitors of Staphylococcus aureus NadD. actives 0.78% (n = 360,000). AID 602399. inhibition, % at 20 µM. purified NadD enzyme, colorimetric absorbance read-out; in the data active = inhibition above about 26%; note: some compounds past the cut are filed as inactive
# Rpn11 block: inhibitors of human proteasome Rpn11. O00487. human 26S proteasome, Ub4-pepOG fluorescence polarization; 20S core pre-blocked with epoxomicin. calls only at 20 µM. actives 0.59% (n = 360,000);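 active = inhibition at 20 µM, scaled to each plate's controls, above about 33%, limit read from the data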
# Scp1 inh: blocks human Scp-1 phosphatase activity. Q9GZU7. Recombinant Scp1, phosphopeptide, malachite green phosphate absorbance. inhibition, % at 20 µM. actives 0.88% (n = 340,000). AID 493091;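 active = inhibition above about 50% at 20 µM, limit read from the data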;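 note: plate controls were DMSO wells with enzyme for no effect and wells lacking enzyme for full effect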
#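 Assay system: SCP-1 catalytic fragment, aa 76-261 | Buffer or medium: Tris acetate buffer pH 5.5 with MgCl2 and Tween-20 | Compound: One concentration, 20 µM, with 1.0% DMSO | Also added: Phospho 17-mer peptide substrate | Signal: Absorbance at 630 nm | Incubation: 45 min enzyme reaction at room temperature | Measure: % inhibition of SCP-1 phosphate liberation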
# STEP block: STEP (human) phosphatase inhibition. P54829. recombinant STEP, OMFP fluorogenic substrate, fluorescence. inhibition, % at 20 µM. actives 0.25% (n = 360,000). AID 588621;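 active = inhibition at 20 µM, scaled per plate between control wells, above about 37%, limit read from the data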;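 note: 0% = DMSO with enzyme and substrate and 100% = substrate only without enzyme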
#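 Assay system: isolated STEP enzyme. Buffer or medium: pH 6.0 Bis-Tris with DTT and Tween 20. Also added: fluorogenic phosphatase substrate OMFP at 25 µM final. Dosing: 20 µM, 1% DMSO. Timing: 20 min reaction, room temperature, in the dark. Measured by: fluorescence intensity, excitation 480 nm, emission 540 nm. Evaluation: normalized % inhibition.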
# SUMO1-SIM PPI: alters human SUMO1 binding to SIM partners | actives 0.33% (n = 360,000) | inhibition, % at 20 µM | P63165 | SUMO1 binding to a labelled peptide, TR-FRET, 1 h | AID 602429; in the data active = inhibition above about 37%
# CSN deneddyl inh: CSN deneddylation inhibition; Q92905; Purified CSN, SCF-Nedd8-OG deneddylation, fluorescence polarization; inhibition, % at 12.5 µM; actives 0.38% (n = 360,000); AID 651999;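 active = pattern-corrected inhibition above about 35%, with an unprinted fluorescence ratio check between 0.5 and 1.5, limit read from the data, passing the limit was not always enough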;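 note: 0% = enzyme with substrate and 100% = substrate without enzyme; some results filed as inactive read as strong as hits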
#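 Assay system: purified human Csn5 enzyme expressed in HEK293T cells; measure: % inhibition; also added: SCFSkp2-Nedd8OG substrate at 10 nM final; technique: fluorescence polarization; times: reaction 90 min, room temperature; medium: Tris buffer pH 7.5, NaCl, DTT, Tween-20, trehalose, ovalbumin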
# DNMT1 inh: DNMT1 (human) enzyme inhibition | DNMT1 molecular beacon, Hinp1I cleavage, fluorescence | inhibition (reported as % activation of signal), % at 10 µM | actives 0.83% (n = 360,000) | AID 588458; in the data active = inhibition above about 50%
# Target sequence (P26358 504-1616 limits assumed): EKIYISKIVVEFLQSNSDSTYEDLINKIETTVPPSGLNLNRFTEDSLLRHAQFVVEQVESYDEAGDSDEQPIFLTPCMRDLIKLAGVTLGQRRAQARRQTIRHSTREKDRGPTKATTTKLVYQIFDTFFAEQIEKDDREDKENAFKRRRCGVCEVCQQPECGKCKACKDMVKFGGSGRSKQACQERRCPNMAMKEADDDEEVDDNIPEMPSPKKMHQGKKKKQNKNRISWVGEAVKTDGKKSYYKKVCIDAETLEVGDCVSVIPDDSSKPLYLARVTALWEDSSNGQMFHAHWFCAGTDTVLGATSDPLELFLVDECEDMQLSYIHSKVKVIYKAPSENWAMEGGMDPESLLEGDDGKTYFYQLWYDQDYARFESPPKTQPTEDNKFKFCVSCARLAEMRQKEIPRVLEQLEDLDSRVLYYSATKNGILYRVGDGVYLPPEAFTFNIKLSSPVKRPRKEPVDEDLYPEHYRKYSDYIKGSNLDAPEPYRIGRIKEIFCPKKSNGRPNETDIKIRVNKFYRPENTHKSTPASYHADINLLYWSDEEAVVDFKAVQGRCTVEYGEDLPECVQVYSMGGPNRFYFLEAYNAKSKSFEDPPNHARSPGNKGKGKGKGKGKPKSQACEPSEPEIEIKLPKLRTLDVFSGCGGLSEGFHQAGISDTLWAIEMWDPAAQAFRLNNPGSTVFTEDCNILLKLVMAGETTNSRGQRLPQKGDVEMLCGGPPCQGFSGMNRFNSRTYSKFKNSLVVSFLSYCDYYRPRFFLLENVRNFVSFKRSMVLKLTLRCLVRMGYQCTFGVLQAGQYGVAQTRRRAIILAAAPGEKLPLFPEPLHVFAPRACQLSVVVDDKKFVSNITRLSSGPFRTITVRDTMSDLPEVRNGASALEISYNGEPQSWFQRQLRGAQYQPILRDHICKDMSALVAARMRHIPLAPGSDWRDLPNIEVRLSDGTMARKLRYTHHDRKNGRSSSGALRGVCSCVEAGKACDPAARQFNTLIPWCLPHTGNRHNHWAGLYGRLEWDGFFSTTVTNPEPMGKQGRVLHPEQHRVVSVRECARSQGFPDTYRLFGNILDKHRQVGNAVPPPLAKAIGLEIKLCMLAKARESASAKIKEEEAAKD
# LMPTP block: LMPTP (human) inhibition; actives 0.22% (n = 360,000); recombinant LMPTP-A, OMFP fluorogenic substrate, fluorescence intensity; inhibition, % at 20 µM; P24666;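 active = compounds that cut the enzyme signal by at least half of the control window in the single-dose screen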;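 note: plate controls were DMSO wells with enzyme plus substrate for no effect and substrate without enzyme for full effect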
#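 Assay system: LMPTP-A enzyme. Input: 0.625 nM LMPTP-A final. Probe or stimulus: 400 µM OMFP. Compound dosing: single 20 µM dose. Schedule: 50 min dark incubation at room temperature. Detection: fluorescence intensity of OMFP turnover product. Read-out: percent inhibition versus substrate-only and uninhibited controls. Benchmarks: no-enzyme low control, uninhibited high control.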
# Starred values were filed as active, the others as inactive; i = inactive; · = no result given.
SMILES,Rin1-Abl PPI inh,Neddyl block,NadD block,Rpn11 block,Scp1 inh,STEP block,SUMO1-SIM PPI,CSN deneddyl inh,DNMT1 inh,LMPTP block
Cn1cccc1C1(C(F)(F)F)NCCNC1=O (configuration not stated),-0.9,i,0.7,i,-10.8,-0.6,6.5,-3.5,-3.3,0.1
CC(=O)c1cccc(NC(=O)N2CCCC2C(=O)NCc2ccc(F)cc2)c1 (configuration not stated),0.9,i,-1.1,i,-2.2,-2.7,-1.1,-0.6,1.6,-1.3
Cc1ccccc1S(=O)(=O)/N=C(/Nc1nc2ccccc2s1)c1ccccc1,2.1,i,0.4,i,-1.4,0.3,-7.0,-3.2,1.0,1.5
COc1ccccc1C1/C(=C(/O)c2cnn(-c3ccccc3)c2C)C(=O)C(=O)N1CCN(C)C (configuration not stated),-1.2,i,0.7,i,-2.7,-0.4,-2.8,0.8,-2.8,-1.7
Cc1ccc2oc(-c3cccc(NC(=O)/C=C/c4cccc([N+](=O)[O-])c4)c3C)nc2c1,-1.9,i,18.6,i,-8.7,-1.7,-3.8,-7.7,5.0,-0.4
CC(C)N1CCC(=NNc2ccc([N+](=O)[O-])cc2S(=O)(=O)N2CCOCC2)CC1,0.3,i,-10.7,i,-1.7,-2.6,-16.1,4.3,3.2,-0.1
COCC(=O)NC1CCN(C(=O)Nc2ccc(Br)cc2)CC1,-3.7,i,-2.1,i,-4.9,-0.5,2.0,0.4,1.9,-1.8
CCCC(NC(=O)COc1cc2c(c3oc(=O)cc(C)c13)CCC(C)(C)O2)C(=O)O (configuration not stated),1.8,·,0.2,i,-4.0,-0.7,0.3,-0.8,2.2,-0.8
Cn1ccc(=Nc2ccc(NC(=O)c3ccc(N=c4ccn(C)c5ccc([N+](=O)[O-])cc45)cc3)cc2)cc1,-4.7,i,13.4,i,8.3,-3.6,78.6*,114.0*,-9.1,78.0*
CC(Sc1ncnc2ccccc12)C(=O)Nc1ccc2c(c1)OCO2 (configuration not stated),-1.1,i,11.6,i,-6.1,2.5,-1.3,-1.6,-7.2,3.0
CCN(CCN(C)C)C(=O)c1ccc2c(c1NCCO)C(=O)c1ccccc1C2=O,-25.9,i,-3.9,i,-1.0,4.6,-43.1,-2.4,-8.0,4.0
O=[N+]([O-])c1cc(F)cc(F)c1Nc1cc(F)cc(F)c1,2.0,i,-0.9,i,-2.2,-1.3,-34.9,0.8,0.0,1.5
CC(C)n1ncc(C(N)=O)c1N,1.5,i,11.4,i,-7.7,-0.5,-4.4,-2.3,1.3,-1.1
CC(=O)N1CCN(C(=O)c2cc3ccccc3o2)CC1,2.1,i,-3.0,i,-5.2,-0.9,2.6,-2.2,-0.2,-1.2
N#Cc1cccc(NC(=O)CCn2ccnc2)c1,0.0,i,-3.2,i,2.0,-6.8,-1.2,-1.7,2.2,-1.8
COc1ccccc1NC(=S)N(CCCN1CCOCC1)Cc1ccccn1,-0.3,i,-11.1,i,-10.3,1.0,-2.3,11.8,2.3,-4.8
CCC(CC)C(=O)N(C)c1c(C)nc2c(OCC=C(C)C)cccn12,1.7,i,1.8,i,·,-0.9,0.7,-1.5,-3.2,-0.5
CC1CCN(c2nc(-c3ccco3)c3c(c2C#N)CC(C)(C)OC3)CC1,-0.5,i,9.8,i,-12.2,-0.3,0.6,3.9,-7.4,-0.3
COCCn1c(C)cc(/C=C2/SC(=O)N(CC(=O)N3CCCC3)C2=O)c1C,1.2,i,-1.8,i,-0.6,-2.1,-23.5,-1.6,-1.1,4.3
O=[N+]([O-])c1ccc(N2CCCCC2)cn1,-2.3,i,-4.9,i,-2.8,-1.4,-18.3,2.1,-0.4,0.7
Cc1cnn(CCC(=O)NNC(=S)Nc2ccc(F)cc2)c1,-2.4,i,-1.0,i,-7.4,-4.2,-0.1,4.8,0.3,-1.1
COc1cc(C(=O)Nc2cc(OC)c(OC)c(OC)c2)ccc1OCc1c(C)noc1C,2.5,i,-5.0,i,-10.2,0.8,0.5,-1.7,1.8,-0.7
CSCCC(NC(=O)c1ccc(Cl)cc1Cl)C(=O)OC1CCCCC1=O (configuration not stated),1.5,i,0.4,i,-4.7,-3.1,0.0,2.1,-0.2,-0.4
NC(=O)C1CCN(C(=O)COc2ccc3ccc(=O)oc3c2)CC1,-2.9,i,2.9,i,4.1,-0.7,-4.4,2.1,-1.6,-0.4

# Part of the list above in a different format.
# Results follow in this order: Rin1-Abl PPI inh	Neddyl block	NadD block	Rpn11 block	Scp1 inh	STEP block	SUMO1-SIM PPI	CSN deneddyl inh	DNMT1 inh	LMPTP block
- CC(C)n1ncc(C(N)=O)c1N
→ 1.5	i	11.4	i	-7.7	-0.5	-4.4	-2.3	1.3	-1.1
- CC(=O)N1CCN(C(=O)c2cc3ccccc3o2)CC1
→ 2.1	i	-3.0	i	-5.2	-0.9	2.6	-2.2	-0.2	-1.2
- COc1cc(C(=O)Nc2cc(OC)c(OC)c(OC)c2)ccc1OCc1c(C)noc1C
→ 2.5	i	-5.0	i	-10.2	0.8	0.5	-1.7	1.8	-0.7

# Further results.
SMILES,Rin1-Abl PPI inh,Neddyl block,NadD block,Rpn11 block,Scp1 inh,STEP block,SUMO1-SIM PPI,CSN deneddyl inh,DNMT1 inh,LMPTP block
CCc1nnc(NC(=O)CSc2nnc(-c3ccco3)n2C)s1,-1.6,i,-2.8,i,-1.1,1.9,3.4,2.7,8.3,-2.1
CC(=O)c1ccc(NC(=O)COC(=O)CCC2CCCC2)cc1,-2.4,i,-5.8,i,-9.6,3.7,14.2,-2.9,1.7,-0.6
CCOC(=O)N1CCC(n2c(SCC(=O)OCc3ccccc3)nc3ccsc3c2=O)CC1,-3.6,i,-9.6,i,-8.6,1.8,4.0,0.8,-3.4,1.8
S=C(NCc1cccc(Cl)c1)NCc1ccco1,0.7,i,-5.1,i,-1.8,2.1,4.8,10.5,-11.4,0.2
O=C(O)c1ccc(NC(=O)C2CCCCC2)cc1,0.6,i,-1.5,i,-7.0,8.8,-7.0,-1.4,0.0,-0.9
CCOC(=O)N1CCN(C(c2ccc(C(C)C)cc2)c2sc3nc(C)nn3c2O)CC1 (configuration not stated),-2.2,i,-3.1,i,-20.0,-1.2,-1.0,-3.2,1.9,-0.8
CCOc1ccccc1-n1c(SCC(N)=O)nnc1-c1cccnc1,-2.5,i,4.3,i,1.1,-0.4,-1.6,-2.6,0.3,-4.2
CSc1ccc(NC(=O)NCCCN2CCC(Cc3ccccc3)CC2)cc1,0.9,i,0.8,i,-7.3,-0.1,-16.0,3.4,0.6,-0.1
Cc1ccc2c(c1)N(CC(=O)NC1CCCC1)C(=O)c1cccnc1O2,-0.2,i,-0.2,i,-8.0,-2.2,0.2,-1.7,1.9,-0.2
Cc1nc2ccc(S(=O)(=O)NCC(=O)NCCN3CCCCC3C)cc2s1 (configuration not stated),3.6,i,-4.4,i,-0.6,-1.6,-1.7,2.9,3.1,-1.8
O=C(C1CC(c2ccc(F)cc2)=NO1)N1CCc2ccccc2C1 (configuration not stated),3.0,i,-0.7,i,-11.7,-1.2,-4.8,1.4,0.7,0.1
CCCNc1nc(Cl)nc(NCc2cccnc2)n1,-3.6,i,4.9,i,-0.7,0.6,-10.6,5.6,-1.2,14.4
COc1cc(S(=O)(=O)NCCCN2CCOCC2)ccc1-n1cnnn1,-7.3,i,4.5,i,-1.7,-1.5,4.3,-5.5,1.3,-5.9
CC(=O)c1sc2nsc(SCCN3CCOCC3)c2c1N,-1.3,i,14.5,i,7.4,7.5,-14.0,1.3,-2.2,2.3
O=C1CCCN2N=C(SCC(=O)Nc3nccs3)SC2=N1,1.5,i,1.0,i,34.8,0.2,3.6,-1.7,-3.9,2.1
Cc1ccc(-n2nnnc2SCc2nnc(-c3ccccc3Br)o2)c(C)c1,-0.5,i,-4.7,i,-10.2,-0.6,0.3,1.1,-5.2,4.3
N#Cc1c(SCC(=O)Nc2nc3ccccc3s2)sc2c(O)cc(=O)[nH]c12,1.5,i,17.6,i,61.3*,11.8,29.7,40.0*,91.4*,64.1*
CCOc1ccc(C(=O)Nc2ccncc2)cc1,2.1,i,2.6,i,1.5,-3.3,1.5,-3.4,7.0,-0.4
COc1ccc2[nH]c(=O)c(CN(c3ccccc3)S(=O)(=O)c3ccccc3)cc2c1,0.6,i,1.5,i,-7.3,2.3,-9.8,-3.0,-3.2,2.4
Cn1cc(CN2CCN(Cc3cccnc3)CC2)c(-c2ccc3c(c2)OCCO3)n1,1.3,i,6.4,i,-1.4,1.2,1.1,-2.9,-4.0,-0.4
Cc1cccc(OCc2nc(C#N)c(N3CCCC3)o2)c1,-3.8,i,-3.1,i,-12.8,-1.1,-2.0,-2.4,-2.3,0.4
COc1c(C)cc(C(=O)C2CCCN(C(=O)/C=C/c3ccccn3)C2)cc1C (configuration not stated),-4.8,i,-7.6,i,-5.4,-1.1,-1.1,-1.6,1.1,-1.3
N#C/C(=C\c1cccc([N+](=O)[O-])c1)C(=O)Nc1cccnc1,1.6,i,22.7,i,-9.1,-2.8,-16.2,-1.9,-3.3,-1.1
CCOc1cc(CNc2ccc(N3CCCC3)cc2)cc(Cl)c1OC,5.8,i,15.3,i,2.4,1.7,-12.0,5.6,-22.0,2.1
CC(=O)c1cc2c(cc1NC(=O)CN1CCN(c3ccc(F)cc3)CC1)OCO2,-2.4,i,-3.7,i,4.1,10.9,-1.1,-1.0,5.2,0.8
COc1ccc(-c2[nH]ncc2CN2C[C@@H]3CCC[C@H]2C3)c(F)c1,1.1,i,-0.5,i,-7.2,-0.7,-1.7,-15.7,-0.7,0.9
CC(=O)NCCC(Cc1ccccc1)c1ccco1 (configuration not stated),-2.4,i,3.6,i,-1.6,-7.6,0.6,-0.3,-2.8,0.8
COc1ccc(-c2nsc3c(N4CCCCC4C)ncnc23)cc1 (configuration not stated),-1.6,i,-6.6,i,-3.3,2.8,-8.3,-8.6,-3.7,2.8
CCC(C)NC(=O)CSc1ccc(S(=O)(=O)N2CCN(Cc3ccccc3)CC2)cn1 (configuration not stated),3.9,i,-1.8,i,-7.5,3.1,1.0,3.8,7.0,-1.4

# Outcome played no part in choosing rows; overall some 3.8% were active at least once.
